Assay outcomes deposited in PubChem by several laboratories.
JNK3 blocker – JNK3 kinase activity inhibitors, primary screen, biochemical, human, purified enzyme | HTS | inhibition, % at 8 µM | 60,000 tested, 0.61% active; in the data active = inhibition above about 17%;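 note: 0% = DMSO and 100% = reference inhibitor; many of its hits are not listed in these tables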
AP ELISA ortho – alternative complement pathway inhibitors, primary screen, biochemical, ELISA, human serum, orthogonally pooled compounds; inhibition, % at 5 µM; 62,000 tested, 0.08% active; AID 1235, 2008; LPS-coated ELISA, C3 deposition; tested in compound mixtures;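 active = inhibition above 30% in each of the two pooled mixtures holding the compound, so the lower value exceeds 30%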;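 note: 0% = serum in Mg-EGTA without compound and 100% = EDTA serum blank; some compounds past the cut are filed as inactive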
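Medium: diluted human serum in Mg2+-EGTA GVB++. Assay system: human serum complement alternative pathway, C3 deposition onto LPS. Also added: Plate-bound LPS. Technique: Anti-C3 ELISA, OD 450 nm. Measure: percent inhibition. Incubation: 1 h at 37 °C. Dosing: 5 µM each compound, pools of ten, 50 µM per pool.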
PKA kinase inh – inhibitors of human PKA kinase activity, primary screen, biochemical, ATP-depletion luminescence, Kemptide substrate. cAMP-dependent protein kinase catalytic subunit alpha (Homo sapiens), P17612. PKA Kemptide phosphorylation, Kinase-Glo ATP luminescence. inhibition, % at 6 µM. 65,000 tested, 0.1% active;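 active = inhibition above the screen-wide mean inhibition plus 3 SD, cut at about 21% in these data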; note: many of its hits are not listed in these tables
RORa activator – activators of orphan receptor RORA, primary screen, cell-based, luminescence; Nuclear receptor ROR-alpha (Homo sapiens), P35398; CHO-K1 Gal4-RORA LBD luciferase reporter; percent increase over mock-subtracted basal signal; activation, % at 10 µM; 65,000 tested, 1.5% active; AID 560, 2006;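 active = activation above the mean of all tested compounds plus 3 SD, cut at about 49% in these data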;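 note: 0% = DMSO-treated RORA cells and 100% = added signal equal to DMSO minus mock-transfected cells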
Ec RNAP inh – E. coli RNAP inhibitors, biochemical; DNA-directed RNA polymerase subunit beta (Escherichia coli (strain K12)), P0A8V2; E. coli RNA polymerase, fluorescence transcription assay; inhibition, %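 (tested at 10 µM)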; 62,000 tested, 0.2% active; AID 559, 2006; in the data active = inhibition above about 20%;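 note: 0% = enzyme without compound and 100% = no enzyme blank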
ROCK2 blocker – inhibitors of human ROCK2 kinase, primary screen, biochemical, high-throughput, luminescence; Rho-associated protein kinase 2 (Homo sapiens), O75116; purified ROCK2, Kinase-Glo ATP depletion luminescence; inhibition, % at 6 µM; 60,000 tested, 0.35% active; AID 604, 2007;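 active = inhibition above the screen-wide mean inhibition plus 3 SD, cut at about 18% in these data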;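 note: plate controls were DMSO wells for no effect and Y-27632 control wells after no-enzyme background subtraction for full effect; many of its hits are not listed in these tables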
CatS inh – inhibitors of human cathepsin S, biochemical, compound mixtures; P25774; recombinant cathepsin S, AMC dipeptide fluorescence, pooled mixtures; inhibition, %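 (tested at 5 µM per compound within 10-compound mixtures)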; 62,000 tested, 0.06% active; in the data active = inhibition above about 32%, passing the limit was not always enough;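 note: 0% = enzyme without compound and 100% = blank without enzyme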
CatB mix inh – cathepsin B inhibitors from pooled compounds, primary screen, biochemical, compound mixtures, AMC fluorescence; inhibition, %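 (ten-compound pools at 5 µM per compound and 50 µM total)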; 62,000 tested, 0.06% active; AID 488, 2006; Purified cathepsin B, AMC dipeptide fluorescence; P07858; in the data active = inhibition above about 22%, passing the limit was not always enough;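 note: 0% = enzyme without compound and 100% = no enzyme blank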
CatB block – human cathepsin B inhibitors, primary screen, biochemical, fluorogenic substrate; inhibition, %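 (tested at 10 µM)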; 63,000 tested, 0.1% active; AID 453, 2006; purified cathepsin B, fluorescence; P07858; in the data active = inhibition above about 21%;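 note: 0% = enzyme with no compound and 100% = no enzyme blank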
Active calls of the source: *; . = not tested or not shown.

SMILES,JNK3 blocker,AP ELISA ortho,PKA kinase inh,RORa activator,Ec RNAP inh,ROCK2 blocker,CatS inh,CatB mix inh,CatB block
CC(=O)NC(=S)c1c(N)n(Cc2ccccc2)c(=O)n(C)c1=O,.,24,0,16,3,.,1,2,4
Cc1c(NC(=O)CC(O)(C(F)(F)F)C(F)(F)F)c(=O)n(-c2ccccc2)n1C,-4,6,7,-8,6,4,-20,-12,-2
COc1ccc(OC)c(S(=O)(=O)n2cccn2)c1,-3,6,1,-11,10,4,2,3,3
COC(=O)c1cn(CC(=O)NCc2ccco2)c2ccccc12,0,10,4,29,10,0,9,7,-3
O=C(Nc1nc2ccccc2[nH]1)c1ccc(F)cc1,2,-1,4,-54,10,-8,11,0,7
c1ccc2sc(NC3=NCN(Cc4ccc5c(c4)OCO5)CN3)nc2c1,-9,21,3,-14,4,-2,0,8,-2
COc1ccccc1-c1c(C)nn2c(NCCN3CCCC3)cc(C)nc12,4,15,6,6,8,5,15,3,2
CC(=O)Oc1ccc(Oc2ccc(-c3noc(C)n3)cc2)cc1,-7,18,-7,-7,-2,-6,15,-2,0
Clc1ccccc1CSc1ncccn1,-2,22,8,0,9,7,5,8,2
CCOc1ccc(S(=O)(=O)n2nc(C)cc2C)c2ccccc12,-2,-14,9,-4,-8,4,12,0,2
Cc1nnc(NC(=O)C2CCCCC2)s1,3,7,11,-2,.,6,0,1,-1
O=C(Cc1ccccc1)Nc1ccc(NC(=O)c2ccco2)nc1,5,-5,-3,17,8,-2,11,2,7
C=C(C)c1cccc(C(C)(C)NC(=O)N2CCN(C)CC2)c1,-1,3,4,9,7,8,3,-9,0
Cc1ccc2nc(Nc3ccc4[nH]c(=O)[nH]c4c3)c(-n3nc(C)cc3C)nc2c1,-1,.,7,59*,.,12,.,.,.
Cc1cccc(N2C(=O)CC(N3CCN(Cc4ccc(Cl)cc4)CC3)C2=O)c1 (stereo not given),-4,-9,2,-22,5,1,21,-3,-1
COc1ccc(N2CCN(C(=O)c3cccc(Cn4cc(Cl)cn4)c3)CC2)cc1,12,.,2,-10,.,4,.,.,.
O=C(Cn1c(=O)sc2ccccc21)Nc1ccc2c(c1)OCCO2,.,8,0,-6,10,.,16,6,3
Cc1ccc(C(=O)CC2(O)C(=O)N(Cc3ccccc3)c3ccccc32)o1 (stereo not given),-7,21,8,-2,6,8,-11,2,0
CCC(CC)C(=O)Nc1cc(OC)c(OC)cc1C(=O)O,1,-6,2,-10,9,6,9,-2,8
O=c1c2ccccc2nnn1CSc1nnc2ccccn12,-2,58,8,23,4,6,-5,0,6
Cc1[nH]nc2c1C(c1ccoc1)C(C#N)=C(N)O2 (stereo not given),2,-1,6,17,-4,-10,8,-4,-1
CC(C)C(c1nnnn1CCc1ccccc1)N1CCOCC1 (stereo not given),6,-2,10,-2,11,6,-3,2,4
CCC(=O)Nc1ccccc1C(=O)OCC(=O)Nc1ccc(S(N)(=O)=O)cc1,-4,14,6,-10,6,2,-3,2,2
CCN(CC(=O)O)S(=O)(=O)c1cc(Cl)ccc1Cl,-10,-3,-2,-7,6,-2,9,2,3
CC1(C)Cc2c(C#N)c(N3CCN(C(=O)c4ccccc4)CC3)nc(-c3ccco3)c2CS1,-4,.,6,-25,10,5,.,.,7

As entered above:
Cc1nnc(NC(=O)C2CCCCC2)s1 in JNK3 blocker = 3
O=c1c2ccccc2nnn1CSc1nnc2ccccn12 in CatB mix inh = 0

Later entries
SMILES,JNK3 blocker,AP ELISA ortho,PKA kinase inh,RORa activator,Ec RNAP inh,ROCK2 blocker,CatS inh,CatB mix inh,CatB block
Cn1c(=O)c2c(nc(NC3CCCCC3)n2CC(O)COc2ccccc2)n(C)c1=O (stereo not given),0,9,9,13,.,7,-5,-5,0
CCOC(=O)N1CCC(Nc2c(Nc3cccc(CC)c3)c(=O)c2=O)CC1,-5,16,-4,-23,1,-4,0,6,-1
O=C(Nc1ccccc1)C1CCN(c2nccs2)CC1,-9,25,-2,-2,4,-6,0,7,0
Cc1cc(NC(=O)C2CCCN(S(=O)(=O)c3cnc[nH]3)C2)ccc1Br (stereo not given),2,12,6,-5,5,4,-3,2,-4
O=C(COc1ccc(S(=O)(=O)NC2CCCCC2)cc1)NCC1CCCO1 (stereo not given),-8,4,-1,7,7,-6,10,-6,-2
Clc1ccc(-c2nnc3sc(Cc4cccs4)nn23)c(Cl)c1,-2,.,-2,-1,7,1,.,.,2
CC(=O)c1ccccc1Oc1nc(CN2CCOCC2)nc2scc(-c3cccs3)c12,5,7,5,-24,5,3,-3,5,-4
COc1ccc(C(=O)N(Cc2ccc(N(C)C)cc2)C2CCS(=O)(=O)C2)cc1 (stereo not given),-3,-11,0,-2,10,-2,-5,0,5
CCn1c(C)nc2cc(S(=O)(=O)C(F)(F)C(F)C(F)(F)F)ccc21 (stereo not given),-2,17,4,5,4,0,-5,-6,-1
CCCCn1c(-c2ccc(Cl)cc2)nc2c(=O)n(C)c(=O)[nH]c21,7,.,6,-14,1,5,.,.,0
CCOC(=O)c1cc(-c2ccncc2)nc2c1c(C)nn2C,9,1,12,23,1,14,1,-3,4
CCn1c(C(O)c2ccc3c(c2)OCO3)nc2ccccc21 (stereo not given),-10,-5,14,-11,-2,5,6,1,7
CCN(CC)CCNC(=O)c1cc2c(-c3ccc(Cl)cc3)nn(C)c2s1,6,16,10,20,-2,5,4,3,6
COc1ccccc1N1CCN(CC(=O)c2c(C)n(C)c3ccccc23)CC1,-2,17,8,-14,1,8,-2,4,2
CCOC(=O)c1cc(-c2ccc(N)cc2)sc1N,-17,7,6,10,1,5,-8,-11,2
c1ccc(CCCNc2ncnc3nc[nH]c23)cc1,-1,7,22*,-11,6,8,7,1,1
COc1ccc(N(C)C(=O)CCC(=O)Nc2ccc3nc(N4CCOCC4)cc(C)c3c2)c(OC)c1,-2,18,7,-24,4,8,-2,1,4
O=C(CSc1nnnn1-c1ccccc1)N1CCc2ccccc21,-4,4,-6,-8,10,0,20,9,2
Nc1nc2n(n1)C(c1ccc(F)cc1)CC(c1ccc(F)cc1)N2 (stereo not given),3,.,-1,-9,.,-1,.,.,1
CCc1cc2c(NCCC(=O)O)ncnc2s1,.,10,6,-13,0,.,-1,6,2
O=S(=O)(NCC1CCCO1)c1cc(Br)c(Br)s1 (stereo not given),-1,.,4,-6,.,5,.,.,.
O=c1c2cccnc2[nH]c(=S)n1CCC1=CCCCC1,-8,13,0,-10,4,-1,3,-3,1
COc1cc(=O)n2c(-c3ccccc3)csc2n1,5,.,6,-15,2,15,.,.,2
Cc1cccc(C)c1NC(=O)CCCSc1nnc(-c2ccco2)n1-c1ccccc1,-1,15,1,14,0,5,0,1,3
COc1nc(Oc2ccc(=O)[nH]n2)nc(N2CCOCC2)n1,5,-1,12,6,10,12,14,2,3

Other records follow.
SMILES,JNK3 blocker,AP ELISA ortho,PKA kinase inh,RORa activator,Ec RNAP inh,ROCK2 blocker,CatS inh,CatB mix inh,CatB block
CC(C)Cn1c2nc3ccccc3nc2c2c(=O)n(CCN3CCOCC3)cnc21,4,15,-2,15,-3,-4,-11,-1,8
Cn1ncc(N=Cc2ccccc2O)c1C(=O)Nc1ccccc1,4,.,2,-11,10,3,.,.,3
CCC(=O)N1CCc2cc(S(=O)(=O)CCC(=O)NCCc3ccc(OC)c(OC)c3)ccc21,1,16,8,-21,0,6,1,1,3
Cc1c(NC(=O)C2CC=CCC2C(=O)O)c(=O)n(-c2ccccc2)n1C (stereo not given),-1,-3,8,-2,3,4,10,0,5
CCOC(=O)C(C(C)=O)c1nc(C)nc2c1nnn2Cc1ccccc1Cl (stereo not given),3,-14,1,10,-3,-1,29,12,9
O=C(c1cc(-c2cccs2)on1)N1CCCCC1,-2,8,-4,63*,-4,-1,0,0,1
COc1ccc(OC)c(NC(=O)CN2C(=O)C3(OCCCO3)c3ccccc32)c1,-3,18,2,-4,2,0,-7,3,1
Cn1c(SCC(=O)Nc2sc3c(c2C#N)CCC3)nnc1C1COc2ccccc2O1 (stereo not given),9,.,9,-11,.,2,.,.,.
COc1ccc(S(=O)(=O)NCc2ccncc2)cc1OC,-3,16,-7,5,-2,-2,-6,3,-4
C=CCNC(=O)C1CC(=O)N(c2ccc(OCC(=O)NCc3ccccc3)cc2)C1 (stereo not given),3,2,0,-5,5,6,-19,-3,2
Cc1ccc(C(=O)C2CCN(CC(=O)Nc3ccc4c(c3)OCCO4)CC2)cc1,1,5,1,11,7,1,11,4,2
Cn1c(=O)cc(SCC(=O)N2CCN(c3ccccn3)CC2)c2ccccc21,5,2,7,9,1,-6,6,-4,0
CCOC(=O)CCCNC(=O)CCNC(=O)c1ccc(OC(C)C)cc1,5,20,6,32,2,4,14,2,4
Cc1cc(C)nc(-n2nc(C)cc2NC(=O)CN2CCCC(C)C2)n1 (stereo not given),1,0,7,-4,4,8,-6,2,0
CCc1cc(C(=O)Cc2cnn(-c3ccccc3)c2)c(O)cc1O,4,15,4,-18,0,3,-1,5,1
O=C(CSc1nc2c(c(=O)n1-c1ccc(F)cc1)SCC2)N1CCCC1,3,17,11,-9,4,3,-3,2,4
COc1ccc(NC(=O)COC(=O)c2ccc(Br)o2)cc1OC,1,18,8,-23,-1,5,-5,3,0
COc1ccccc1C(=O)Nc1ccc(S(=O)(=O)N2CCOCC2)cc1,-1,12,8,-5,1,11,-10,4,0
Cc1c(/C(O)=C2\C(=O)C(=O)N(CCN(C)C)C2c2cccs2)cnn1-c1ccccc1 (stereo not given),2,.,4,-1,4,7,.,.,0
CC1CCN(c2nc3ccc(C(=O)O)cc3s2)CC1,-7,11,-5,-92,-1,-2,-5,-5,-2
O=C1CC(C(=O)N(c2ccc(F)cc2)C(C(=O)NC2CCCC2)c2ccccn2)CS1 (stereo not given),.,-3,8,-5,5,.,-6,1,0
CCn1nnc(NC(=O)c2cccc(-c3cc4ccccc4oc3=O)c2)n1,13,6,4,20,4,2,-2,0,2
COc1cccc(CNS(=O)(=O)c2cn(C)cn2)c1,1,7,5,-16,6,5,12,3,1
N#Cc1cccc(-c2cn(S(=O)(=O)c3ccc(Cl)cc3)nc2N)c1,2,3,1,-15,5,5,-2,6,1
CC1CC(N(C(=O)c2ccco2)c2ccccc2)c2ccccc2N1 (stereo not given),6,16,6,-2,-1,5,-2,4,0

Additional entries
SMILES,JNK3 blocker,AP ELISA ortho,PKA kinase inh,RORa activator,Ec RNAP inh,ROCK2 blocker,CatS inh,CatB mix inh,CatB block
Cc1cccnc1-n1c(CCN2C(=O)c3ccccc3C2=O)nc2ccccc2c1=O,-1,0,-10,16,6,-4,4,5,3
O=C(O)CSc1nc2c(c(=O)[nH]1)CCCC2,.,8,1,-1,9,.,-5,2,8
O=C(C1CCCO1)N(c1cccc(Cl)c1)C1C=CS(=O)(=O)C1 (stereo not given),0,2,7,13,10,6,-1,0,12
CCNC(=O)c1c(C)[nH]c(C(=O)OCC)c1C,-6,5,10,-5,6,7,2,-1,0

Not all compounds are listed; rates above refer to the full screens.
